Screening data deposited in PubChem by University of Kansas High Throughput Screening Laboratory.
Pf apPOL inh: Pf-apPOL DNA polymerase inhibition | inhibition, % at 10 µM | Recombinant Pf-apPOL, molecular beacon fluorescence, 1.5 h | actives 0.25% (n = 210,000)
mHTT-CaM PPI inh: disrupts binding of mutant huntingtin to calmodulin. P42858. AlphaScreen His-mHTT/GST-CaM binding, luminescence. inhibition, % at 15 µM. actives 3.6% (n = 190,000);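 further: 0% = both proteins with DMSO and 100% = one protein alone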
Starred values were filed as active, the others as inactive; i = inactive; . = no result given; & = joins results of further samples. No stated cut-off is given here; in the data, active means inhibition above about 50%; inactive means the rest.

| Structure | Pf apPOL inh | mHTT-CaM PPI inh |
| --- | --- | --- |
| COc1ccc(NC(=O)C2CC(=O)N(c3ccc(C)cc3)C2)cc1Cl (centres undefined) | -11&-4 | 15&0 |
| CCOc1ccc(C(=O)Nc2c3c(nn2-c2ccc(OC)cc2)CS(=O)(=O)C3)cc1 | -3 | 12 |
| O=C(Nc1ccc2sccc2c1)c1coc2ccccc2c1=O | 6 | -19 |
| COCCNC(=O)CSc1nnc2c(=O)n(Cc3ccccc3)ccn12 | -7 | 1 |
| Cc1cc(C2CCCN2C(=O)Nc2cccc(F)c2)on1 (centres undefined) | 3 | -8 |
| COc1ccc(/C=C/C2=NNC(O)(C(F)(F)F)C2)cc1 (centres undefined) | 2 | -8 |
| O=C(NCc1cccnc1)c1cc(-c2ccc3c(c2)OCO3)on1 | -1 | -1 |
| COc1ccc(OC)c2[nH]c(=O)c(CCNC(=O)c3ccccc3I)cc12 | -9 | -3 |
| CC1CN(C(=O)c2ccc(Br)cc2)CC(C)O1 (centres undefined) | -3 | -3 |
| COC(=O)C1CN(Cc2ccc(OC)cc2)CCS(=O)(=O)N1Cc1cn(Cc2ccc(OC)cc2)nn1 (centres undefined) | 2 | 12 |
| Cn1c(N2CCCC(C(=O)Nc3cccc(F)c3)C2)cc(=O)n(C)c1=O (centres undefined) | 7 | 6 |
| O=C(NCc1ccccc1)C1CC(c2ccccc2F)=NO1 (centres undefined) | -1 | -3 |
| O=C(Cn1c(=O)oc2ccccc21)NCC(c1cccs1)N1CCOCC1 (centres undefined) | 2 | -4 |
| OCCN1CCN(CC2CC3C=CC2C3)CC1 (centres undefined) | -3 | 0 |
| Cc1nnc(NC(=O)C2CCCc3sc(NC(=O)c4ccccc4)nc32)s1 (centres undefined) | -4 | 1 |
| CCC(=O)NCC1CCCN(C(=O)Nc2cc(C)ccc2C)C1 (centres undefined) | 4 | -2 |
| Cc1ccc2c(=O)c(C(=O)c3cccc(F)c3)coc2c1 | -12 | 7 |
| O=C1CCC(C(=O)NC2C3CC4CC(C3)CC2C4)=NN1 (centres undefined) | . | -1 |
| CC(=O)c1ccc(N2CCN(C(=O)c3cc(-c4cccs4)nn3C)CC2)cc1 | -9 | 26 |
| Clc1ccc(-n2ncc3c(NC4CCCCCC4)ncnc32)cc1 | -3 | 5 |
| CCN(C(=O)Cc1c[nH]c2ccccc12)C1(C(=O)Nc2cccc(C)c2)CCCCC1 | -4 | 11 |
| O=C(Nc1nnc(C2CCCCC2)s1)C1CC1 | . | -3 |
| Cc1ccc(Nc2nc(-c3c(C)nc4ncccn34)cs2)cc1 | -1 | 80* |
| COc1ccc(C2CC(C(F)(F)F)n3nc(C(=O)Nc4ccccc4C)cc3N2)cc1 (centres undefined) | -1 | 5 |
| c1csc(C2=Nn3c(Cn4nnc5ccccc54)nnc3SC2)c1 | -20 | . |

Profiles as entered above.
Entry for CCN(C(=O)Cc1c[nH]c2ccccc12)C1(C(=O)Nc2cccc(C)c2)CCCCC1 = Pf apPOL inh: -4; mHTT-CaM PPI inh: 11
Entry for COC(=O)C1CN(Cc2ccc(OC)cc2)CCS(=O)(=O)N1Cc1cn(Cc2ccc(OC)cc2)nn1 (centres undefined) = Pf apPOL inh: 2; mHTT-CaM PPI inh: 12

A few values from the list.
Under mHTT-CaM PPI inh, O=C1CCC(C(=O)NC2C3CC4CC(C3)CC2C4)=NN1 (centres undefined) is entered as -1
Under Pf apPOL inh, c1csc(C2=Nn3c(Cn4nnc5ccccc54)nnc3SC2)c1 is entered as -20
Under mHTT-CaM PPI inh, O=C(Cn1c(=O)oc2ccccc21)NCC(c1cccs1)N1CCOCC1 (centres undefined) is entered as -4

The listing continues.
| Structure | Pf apPOL inh | mHTT-CaM PPI inh |
| --- | --- | --- |
| OC(COc1ccc(-c2ccccc2)cc1)CN1CCOCC1 (centres undefined) | -16 | 3 |
| Cc1ccc(C2CCCN2C(=O)Cn2nc(C(F)(F)F)cc2C)cc1 (centres undefined) | 10 | 13 |
| Nc1ccc(Oc2ccc(C(F)(F)F)cc2)nc1 | -5&-17 | . |
| Cc1ccc2nc(SCC(=O)N3CCCCC3)[nH]c2c1 | -11 | -3 |
| Cn1cc(C(=O)NCCc2c[nH]c3ccccc23)c2[nH]c(=O)n(Cc3ccccc3)c(=O)c21 | 5 | 56* |
| CN(CCO)c1cccc2c1S(=O)(=O)N[C@H](Cc1ccccc1)CO2 | 0 | 7 |
| COc1ccc(NC(=O)c2cn3c(n2)CSCC3)cc1OC | 0 | 15 |
| CCc1cccc(NC(=O)C2CCCN(c3ncnc4c3nc3n4CCCCC3)C2)c1 (centres undefined) | -1 | -6 |
| O=[N+]([O-])c1ccc(F)cc1C(F)(F)F | . | -6 |
| COc1ccc2c(c1)OCC/C2=N\OC(=O)c1cccc(F)c1 | -2 | i |
| CCOc1cc2c(cc1OCC)C(c1ccccc1)OC(=O)C2 (centres undefined) | -3 | 0 |
| Cc1cc(N2CCN(C)CC2)nc(-c2ccccc2O)n1 | 1 | 1 |
| Cc1ccc(-c2csc3c(=O)n(CC(=O)Nc4ccccc4F)cnc23)cc1 | -1 | -9 |
| Cc1ccccc1C(=O)N1CCCC1C(=O)NCCc1csc(-c2ccccc2)n1 (centres undefined) | -3 | -2 |
| O=C(CCC1CCCCC1)Nc1c2c(nn1-c1ccc(F)cc1)CS(=O)(=O)C2 | 2 | -5 |
| Cc1ccc(-n2c(SCC(=O)Nc3ccc4c(c3)OCCO4)nc3c(c2=O)SCC3)cc1 | 3 | 7 |
| CCC(=O)N1CCc2cc(S(=O)(=O)Nc3ccc(C)c(F)c3)ccc21 | -1 | 7 |
| Cc1ccc(OCCN2CCCC(C)C2)c([N+](=O)[O-])c1 (centres undefined) | 0 | 2 |
| CC1CCc2onc(C(=O)N3CCN(c4ccccc4F)CC3)c2C1 (centres undefined) | -3 | -11 |
| O=C(NCCC12CC3CC(CC(C3)C1)C2)c1ccccc1 | -7&-18 | -30&-18 |
| O=C(NCCc1ccccc1)c1cncc(-c2ccccc2F)c1 | 9 | 10 |
| O=S(=O)(Nc1cccnc1)c1ccc2[nH]c3c(c2c1)CCCCC3 | -4 | 35 |
| Cc1cc(C)c(C)c(OCC(=O)Nc2ccc(C(N)=O)cc2)c1 | -2 | -5 |
| COc1cccc(C(=O)NC2CCN(c3ccccc3)C2=O)c1 (centres undefined) | 0 | -6 |
| CCCC1=NN2C(=N)/C(=C/c3ccc(N(C)C)cc3)C(=O)N=C2S1 | -7 | -3 |
| CN(C)c1cc(C(F)(F)F)cnc1C(N)=NO | 2 | . |
| CCn1c(SC)nnc1-c1nn(C)c2c1CN(C(=O)c1ccccc1C(F)(F)F)CC2 | -4 | 0 |
| N#CC1=C(N)N2CCSC2=C(C#N)C1c1ccccc1Cl (centres undefined) | 0 | 43 |
| O=C(c1ccc(OCC2CCCN2C(=O)c2c(F)cccc2F)cc1)N1CCCC1 (centres undefined) | 3 | 13 |
| O=C(Nc1cccc(O)c1)c1nn2c(C(F)(F)F)cc(-c3ccco3)nc2c1Br | 7 | 61* |
| Cc1cc(OCC(=O)Nc2cccc(S(N)(=O)=O)c2)ccc1Cl | -3 | 1 |
| O=C(Nc1ccccc1Cl)C1CCc2nc(N3CCOCC3)ncc2C1 (centres undefined) | 0 | -7 |
| Cc1ccccc1N=C(NN)c1ccccn1 | -4 | 27 |
| CC1(C)CN(Cc2ccccc2)C(=O)[C@H]1CC(=O)Nc1ccccc1 | -4 | -5 |
| COc1ccc(C2CC(c3c(F)cccc3Cl)n3nc(N)nc3N2)cc1 (centres undefined) | 0 | 4 |
| O=C1c2cc3ccccc3nc2-c2cccc3cccc1c23 | 0 | . |
| COc1ccc(C2=NOC(C(=O)Nc3ccc(OC)c(OC)c3)C2)cc1 (centres undefined) | -4 | -3 |
| O=c1c(S(=O)(=O)N2CCCCCC2)cccn1Cc1cccc(F)c1 | -4 | -9 |
| Cc1ccc(NC(=O)C(NS(=O)(=O)c2cccs2)C(C)C)cc1Cl (centres undefined) | -8 | -5 |
| Cc1ccc(-c2c(C(=O)NC3CC3)nc3ccccn23)cc1 | -1 | 0 |
| Cc1cccc(NC(=O)C2CC(=O)N(c3ccc(F)cc3)C2)c1C (centres undefined) | 0 | -2 |
| Cc1ccc2c(c1)N(C(C)C(=O)NCc1cccnc1)C(=O)CO2 (centres undefined) | -5 | -6 |
| O=C(Nc1cccc2nsnc12)c1ccccc1Cl | 6 | -23 |
| COc1ccc(CCNC(=O)c2cccnc2)cc1 | -16 | -6 |
| O=C(CN1C(=O)S/C(=C\c2ccccc2OCc2cccc(F)c2)C1=O)N1CCOCC1 | 4 | 25 |
| Cc1ccc(NS(=O)(=O)c2ccc(Cl)cc2)cc1Cl | 0 | -21 |
| CN1CCCN(C(=O)c2ccc(-c3ccsc3)nc2)CC1 | -4 | 2 |
| Cc1cccc(Oc2cc(N)cc([N+](=O)[O-])c2)c1 | -6 | 26 |
| CCOC(=O)N1CCc2nn(CC(=O)Nc3ccc(C)cc3Cl)c(=O)cc2C1 | -5 | 0 |
| CCC(=O)Nc1cccnc1-c1ccc(C(=O)NCCCN(C)c2ccccc2)cc1 | 9 | 10 |

Part of the list above, with values under each structure:
Each structure is followed by: Pf apPOL inh	mHTT-CaM PPI inh
COc1cccc(C(=O)NC2CCN(c3ccccc3)C2=O)c1 (centres undefined)
→ 0	-6
CCCC1=NN2C(=N)/C(=C/c3ccc(N(C)C)cc3)C(=O)N=C2S1
→ -7	-3
CN(C)c1cc(C(F)(F)F)cnc1C(N)=NO
→ 2	.
CCn1c(SC)nnc1-c1nn(C)c2c1CN(C(=O)c1ccccc1C(F)(F)F)CC2
→ -4	0
N#CC1=C(N)N2CCSC2=C(C#N)C1c1ccccc1Cl (centres undefined)
→ 0	43
O=C(c1ccc(OCC2CCCN2C(=O)c2c(F)cccc2F)cc1)N1CCCC1 (centres undefined)
→ 3	13
O=C(Nc1cccc(O)c1)c1nn2c(C(F)(F)F)cc(-c3ccco3)nc2c1Br
→ 7	61*
Cc1cc(OCC(=O)Nc2cccc(S(N)(=O)=O)c2)ccc1Cl
→ -3	1
O=C(Nc1ccccc1Cl)C1CCc2nc(N3CCOCC3)ncc2C1 (centres undefined)
→ 0	-7
Cc1ccccc1N=C(NN)c1ccccn1
→ -4	27
CC1(C)CN(Cc2ccccc2)C(=O)[C@H]1CC(=O)Nc1ccccc1
→ -4	-5
COc1ccc(C2CC(c3c(F)cccc3Cl)n3nc(N)nc3N2)cc1 (centres undefined)
→ 0	4
O=C1c2cc3ccccc3nc2-c2cccc3cccc1c23
→ 0	.
COc1ccc(C2=NOC(C(=O)Nc3ccc(OC)c(OC)c3)C2)cc1 (centres undefined)
→ -4	-3
O=c1c(S(=O)(=O)N2CCCCCC2)cccn1Cc1cccc(F)c1
→ -4	-9
Cc1ccc(NC(=O)C(NS(=O)(=O)c2cccs2)C(C)C)cc1Cl (centres undefined)
→ -8	-5
Cc1ccc(-c2c(C(=O)NC3CC3)nc3ccccn23)cc1
→ -1	0
Cc1cccc(NC(=O)C2CC(=O)N(c3ccc(F)cc3)C2)c1C (centres undefined)
→ 0	-2
Cc1ccc2c(c1)N(C(C)C(=O)NCc1cccnc1)C(=O)CO2 (centres undefined)
→ -5	-6
O=C(Nc1cccc2nsnc12)c1ccccc1Cl
→ 6	-23
COc1ccc(CCNC(=O)c2cccnc2)cc1
→ -16	-6
O=C(CN1C(=O)S/C(=C\c2ccccc2OCc2cccc(F)c2)C1=O)N1CCOCC1
→ 4	25
Cc1ccc(NS(=O)(=O)c2ccc(Cl)cc2)cc1Cl
→ 0	-21
CN1CCCN(C(=O)c2ccc(-c3ccsc3)nc2)CC1
→ -4	2

Remaining list, next part:
| Structure | Pf apPOL inh | mHTT-CaM PPI inh |
| --- | --- | --- |
| CCN(CC)CCCOc1ccccc1Cl | -5 | -4 |
| CC1CCN(CCNC(=O)c2ccc(-c3nc(-c4ccccc4)no3)cc2)CC1 | -2 | -2 |
| COc1ccc(N(CC(=O)N2CCC(C)CC2)S(C)(=O)=O)cc1Cl | -1 | 0 |
| Nc1nonc1-n1nnc(C(=O)O)c1CN1CCOCC1 | -5 | 3 |
| COc1ccc(OC)c(C2C(C(=O)Nc3ccccn3)=C(C)Nc3ncnn32)c1 (centres undefined) | -3 | -4 |
| Cc1cccc(N2CCN(C(=O)c3cn4c(n3)CN(CC(C)C)CC4)CC2)c1C | -8 | 71* |
| Cc1cc(C)[n+]2[nH]c(=S)sc2n1 | -19 | -4 |
| COC(=O)c1cc(C=NNc2ccc([N+](=O)[O-])cn2)cn1C | -25 | . |
| CC(C)OCCCNC(=O)c1ccc2c(c1)nc1n2CCCCC1 | 3 | -2 |
| Cc1noc(C)c1S(=O)(=O)N1CC2CC(NC(=O)c3ccccc3)C1C2 (centres undefined) | -4 | 0 |
| Cc1ccc(OC(C)(C)C(=O)Nc2ccc(Oc3ccc(F)cc3F)nc2)c2c1CCC2 | -3&-6 | . |
| CCN1C(=O)CCc2cc(NC(=O)c3cccs3)ccc21 | -17 | 1 |
| CCCCOC(=O)CCCCCN1C(=O)C(=Cc2ccc(OC)cc2)SC1=S | 5 | 20 |
| Cc1ccc(N2C=C(C#N)S(=O)(=O)c3ccc(Cl)cc32)cc1C | -4 | 2 |
| Cc1ccnc(NC(=O)C2CC(=O)N(c3ccc(Br)cc3)C2)c1 (centres undefined) | 3&-6 | 9&2 |
| COc1ccc(NC(=O)C2CCN(S(=O)(=O)c3ccc(F)cc3)CC2)cc1 | -4 | -1 |
| O=C(Nc1ccc(F)cc1F)c1csc(-c2ccc(N3CCCCC3)nc2)n1 | 2 | -7 |
| O=C(NCCc1ccccc1)N1CCc2c(nc3cc[nH]n3c2=O)C1 | 2 | -5 |
| Cc1onc(-c2c(Cl)cccc2Cl)c1NC(=O)N1CCCN2C(=O)c3ccccc3C12 (centres undefined) | -15 | . |
| O=C(c1ccc(N2CCCCC2)c([N+](=O)[O-])c1)N1CCOCC1 | 2 | 0 |
| Cc1noc(C)c1CCC(=O)NCc1cc(-c2ccc(F)cc2F)on1 | 1 | -1 |
| CC(=O)N1CCc2cc(N3CC(C(=O)NC4CCCCC4)CC3=O)ccc21 (centres undefined) | -6 | -5 |
| COc1ccc(-c2nc(SCc3ccccc3)n[nH]2)cc1 | -6 | -4 |
